Bioassay records as filed in PubChem BioAssay.
IMPase Li inh: cell-permeable IMPase inhibitors with lithium potentiation; CHO-M1 cells, IP1 TR-FRET (IP-One), carbachol + lithium; AID 1457; Potency, µM (titrated, usually from 59.4 µM), without a hit: at the highest dose activity, negative = IMPase inhibition, most hits filed as inhibitors; 210,000 compounds, 0.35% hits;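 also: IP1 builds up when IMPase is blocked and the TR-FRET signal falls; potency is read from the fitted curve at half-maximal effect; plate controls were basal vehicle for no effect and high inhibitor control for full effect; nearly all actives have a fitted effect of over 50% in size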
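Readout is a homogeneous TR-FRET IP1 immunoassay (Ex 320, Em 665 and 620), where raised cytosolic IP1 lowers signal. Cells were CHO-M1 treated 30 min at 37C with test compounds plus a little lithium; AC50 values came from Hill-equation fitting.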
HttQ103 aggreg: mutant huntingtin aggregation inhibition | PC12 HttQ103-GFP aggregates, Acumen cytometry, 40 h | Potency, µM (doses to about 46.1 µM), without a hit: at the top dose activity change, negative = inhibition, actives largely listed as inhibitors | 220,000 compounds, 1.1% hits | AID 1688; also: potency is read from the fitted curve at half-maximal effect; % is scaled to controls: 0 for no effect and ±100 for the full control effect; nearly all actives have a fitted effect of over 60% in size
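PC12/HTTQ103-GFP, ecdysone-inducible; teb 100 nM; cpd qHTS titration; GFP aggregates read on laser cytometer, Ex 488/Em 500-530 nm.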
L3MBTL1 block: inhibitors of human L3MBTL1; Q9Y468; AlphaScreen L3MBTL1–H3K9me1 peptide binding; Potency, µM (top dose mostly 57.1 µM), for inactives: at the highest dose activity, negative = inhibition, hits mostly inhibitors; 230,000 compounds, 0.66% hits; AID 485360; also: potency is read from the fitted curve at half-maximal effect; % is scaled to controls: 0 for no effect and ±100 for the full control effect; nearly all actives have a fitted effect of over 60% in size
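Read-out is AlphaScreen signal from streptavidin donor and nickel chelate acceptor beads (10 ug/mL final each) bridging L3MBTL1 (50 nM) and biotinylated K9-monomethylated H3(1-15) peptide (75 nM), after 30 min compound exposure at room temperature.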
Epigenetic reg: derepresses silenced GFP reporter in murine cells; murine LDR cells, GFP reporter derepression, 30 h; Potency, µM (titrated, usually from 53.9 µM), inactives show top-dose GFP activation, hits mostly activators; 280,000 compounds, 0.2% hits; also: potency is read from the fitted curve at half-maximal effect; % of control where 0% means no effect; nearly all actives have a fitted effect of over 60% in size
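Readout is the number of GFP-expressing murine LDR cells, counted by cytometry following washing. Cells were treated with compound for 30 h at 37 C; the stably integrated CMV-GFP locus is normally silent.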
CBFb RUNX1 block: CBF-beta/RUNX1 interaction disruption; Q01196+Q13951; AlphaScreen CBFb-His/RUNX1-biotin binding, biochemical; Potency, µM (doses to about 59.8 µM), for the others: at the top dose activity, negative = inhibition, usual class: inhibitors; 230,000 tested, under 10 active; also: % of control where 0% means no effect
Target sequence (Q01196 whole entry, looked up): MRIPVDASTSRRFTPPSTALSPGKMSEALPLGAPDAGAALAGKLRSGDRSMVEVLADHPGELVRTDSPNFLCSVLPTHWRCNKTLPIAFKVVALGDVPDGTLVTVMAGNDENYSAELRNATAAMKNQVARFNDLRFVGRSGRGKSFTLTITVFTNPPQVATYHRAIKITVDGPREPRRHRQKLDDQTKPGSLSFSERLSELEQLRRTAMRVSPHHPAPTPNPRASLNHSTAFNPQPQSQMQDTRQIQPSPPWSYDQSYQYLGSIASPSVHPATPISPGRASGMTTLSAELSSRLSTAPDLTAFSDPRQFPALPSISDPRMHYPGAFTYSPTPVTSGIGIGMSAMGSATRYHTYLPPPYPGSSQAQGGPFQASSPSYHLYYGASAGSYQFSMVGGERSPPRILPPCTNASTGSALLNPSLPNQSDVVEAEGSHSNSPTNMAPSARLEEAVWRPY
Target sequence (Q13951 whole entry, looked up): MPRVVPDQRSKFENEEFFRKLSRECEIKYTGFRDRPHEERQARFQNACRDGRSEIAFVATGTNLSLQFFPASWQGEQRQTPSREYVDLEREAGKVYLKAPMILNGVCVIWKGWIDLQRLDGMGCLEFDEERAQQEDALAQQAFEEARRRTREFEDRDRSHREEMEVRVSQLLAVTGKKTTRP
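Read-out: AlphaScreen. Format: His-CBF-beta with biotinylated RUNX1 (30 nM each) preincubated 20 min, compound 15 min, Ni-chelate plus streptavidin beads 90 min; room temperature throughout.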
KinaseGlo FLuc: Kinase-Glo luciferase inhibition (counter-screen); Q27757; Kinase-Glo luciferase, ATP luminescence, 8 min; Potency, µM (titrated, usually from 38.3 µM), for inactives: at the top dose activity change, negative = inhibition, actives largely listed as inhibitors; 200,000 compounds, 0.28% hits; AID 1379; also: potency is read from the fitted curve at half-maximal effect; % is scaled to controls: 0 for no effect and ±100 for the full control effect; nearly all actives have a fitted effect of over 60% in size
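Compound is pinned into ATP-containing buffer (10 uM ATP, imidazole pH 7.2, 7 mM MgCl2). Kinase-Glo luciferase reagent is then added. Light output is recorded following an 8-min room-temperature incubation.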
NPSR antag: antagonists of human neuropeptide S receptor cAMP signaling; Q6W5P4; CHO-NPSR cells, cAMP TR-FRET, antagonist mode; Potency, µM (highest dose often 38.3 µM), for the others: at the top dose activity change, negative = inhibition, hits mostly inhibitors; 220,000 compounds, 1% hits; AID 1461; also: potency is read from the fitted curve at half-maximal effect; % is scaled to controls: 0 for no effect and ±100 for the full control effect; nearly all actives have a fitted effect of over 50% in size; many of its hits are not listed in these tables
Target sequence (Q6W5P4 whole entry, looked up): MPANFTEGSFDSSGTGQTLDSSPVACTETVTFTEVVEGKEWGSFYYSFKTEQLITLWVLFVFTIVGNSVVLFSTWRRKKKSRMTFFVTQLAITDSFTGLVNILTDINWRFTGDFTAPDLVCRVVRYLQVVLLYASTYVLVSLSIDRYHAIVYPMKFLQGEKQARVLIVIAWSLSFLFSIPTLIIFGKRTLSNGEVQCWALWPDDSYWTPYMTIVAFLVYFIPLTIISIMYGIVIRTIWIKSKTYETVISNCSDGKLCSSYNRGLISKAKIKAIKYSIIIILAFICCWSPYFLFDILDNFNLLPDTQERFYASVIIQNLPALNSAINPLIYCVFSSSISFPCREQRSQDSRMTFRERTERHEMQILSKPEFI
Active calls of the source: *; ? = inconclusive; . = no result given; & = joins results of further samples; [ ] = dose if it differs, or a comment. Calls follow the shape of the dose curve; as a rule, active = well fitted curve in the direction sought with a large enough effect; inconclusive = small, poorly fitted or top-dose-only effect, or another doubt; inactive = no such curve, though single readings can be large; an effect the other way counts as inactive or inconclusive. A portion of the library; count on the stated rates, not on these rows.

molecule	CBFb RUNX1 block	HttQ103 aggreg	NPSR antag	KinaseGlo FLuc	IMPase Li inh	Epigenetic reg	L3MBTL1 block
CC(Cc1cccs1)NC(=O)Nc1ccc([N+](=O)[O-])cc1 (configuration not stated)	3%	?	?	-1%	1%	-1.5%	-1%
CC12Cc3ccc4ccccc4c3C=C1C[N+](C)(C)C2 (configuration not stated)	6%	-26%	-4%[46.1 µM]	-2%	37%[activator][38.3 µM]	-2.3%	.
CCc1nnc2n1N=C(c1ccc(OC)cc1)CS2	-3%	-12%	-4%[46.1 µM]	1%	-1%	4.7%	3%
CNC(=O)c1ccc(OCc2ccccc2)c(OC)c1	11%	4%	-7%[46.1 µM]	0%	11%[38.3 µM]	-1.1%	4%
CCC(=O)N1CCc2cc(S(=O)(=O)NCCC(=O)N3CCN(Cc4ccccc4)CC3)ccc21	2%	-17%	-2%[46.1 µM]	1%	2%[38.3 µM]	0.0%	2%
CC(C)CN1C(=O)NC(NC(=O)c2cccnc2)(C(F)(F)F)C1=O (configuration not stated)	10%	1%	-2%[46.1 µM]	5%	-15%[38.3 µM]	-0.9%	0%
CC1CC(C)(C)NC(=S)N1CC(=O)NCc1ccccc1Cl (configuration not stated)	9%	10%	15%	0%	7%	0.0%	10%
Cc1ccc(NC(=O)CN(C)C(=O)CCC(=O)c2cccs2)cc1	-1%	5%	-3%[46.1 µM]	-1%	-3%	2.6%	-10%
CCOC(=O)CC(=O)CSc1nc2ccccc2c(=O)n1-c1ccc(C(=O)NCCOC)cc1	-3%	17%	-22%[46.1 µM]	1%	?	-1.3%&-0.9%	2%
C=CCn1c(SCC(=O)Nc2ncc(Cc3ccc(C)c(Cl)c3)s2)nnc1-c1ccncc1	-1%	?	-22%	-1%	1%	-3.2%	3%
Cc1c(/C=N/O)sc2ccccc12	6%	-27%[9.22 µM]	8%	.	.	-2.6%	.
CCOc1nsc(OCC)n1	3%	13%[9.22 µM]	-14%	.	.	0.1%	12%
Cc1onc(-c2ccc(Cl)cc2)c1-c1ccnn1S(=O)(=O)c1cccc(C(F)(F)F)c1	24%	6%[9.22 µM]	?	.	.	1.1%	19%
Nc1ccc(C(=O)OCCCc2nc3ccccc3[nH]2)cc1	15%	0%	0%[46.1 µM]	-2%	10%[38.3 µM]	-4.6%	-1%
COc1cccc(/C=N/Nc2ncc(C(F)(F)F)cc2Cl)c1O	?	?	-2%	1%	5%	?	?

Further records.
molecule	CBFb RUNX1 block	HttQ103 aggreg	NPSR antag	KinaseGlo FLuc	IMPase Li inh	Epigenetic reg	L3MBTL1 block
Cc1ccc(N(Cc2cc3ccccc3[nH]c2=O)C(=O)c2cccs2)cc1C	-3%	22%[9.22 µM]	?	.	.	3.4%	-8%
Cc1ccc(-c2cc(C(F)(F)F)n3nc(C(=O)NCCCn4ccnc4)cc3n2)cc1C	5%	19%	26%[46.1 µM]	3%	-5%	-0.9%	2%
COCCCNCC(O)COc1ccccc1F (configuration not stated)	11%	14%	21%	1%	-14%	-1.8%	.
COc1ccc(C)cc1NC(=O)CN1C(=O)c2cccc3cccc1c23	9%	-2%[9.22 µM]	-10%[46.1 µM]	6%	-11%[38.3 µM]	-1.6%	.
CC(C)(C)C(=O)Nc1nc2c(c(=O)[nH]1)CCCC2	3%	1%	6%	1%	6%	0.9%	15%
CCn1nc(C(=O)N[C@@H](CCSC)c2nc3ccccc3[nH]2)c2ccccc2c1=O	-7%	-24%	-23%[46.1 µM]	13%	5%[38.3 µM]	-0.3%	.
Cc1ccc(-c2nnc(Sc3nc4ccccc4o3)c3ccccc23)cc1	9%	15%	?	1%	4%[38.3 µM]	-0.9%	11%
O=C(Nc1ccccn1)NC12CC3CC(CC(C3)C1)C2	6%	-4%	-1%[46.1 µM]	-2%	3%[38.3 µM]	-0.7%	-3%
N#C/C(=C\c1cccc(NC(=O)c2ccccc2Cl)c1)C(=O)NCCc1ccccc1	-4%	4%	-14%	0%	-2%	?	-5%
O=C(N/N=C\c1cccnc1)C1c2ccccc2Oc2ccccc21	4%	-1%	-15%	-1%	4%	-4.7%	.
CC(C)(C)C1CCC(=NNc2ccc(S(N)(=O)=O)cc2[N+](=O)[O-])CC1 (configuration not stated)	-15%	-12%	?	-2%	17%	4.7%	-12%
C/C(=N\NC(=S)NC1CCCCC1)c1ccc(O)cc1	-4%	-19%	-54%	-5%	0%	12%	-24%
Fc1ccc(CNc2cnccn2)cc1	4%	-6%	-16%[46.1 µM]	-3%	-13%[38.3 µM]	0.0%	-2%
CC1=CC(C)(C)N(C(=O)CN2C(=O)c3ccccc3C2=O)c2ccccc21	13%	-5%	-19%[46.1 µM]	4%	1%	-0.9%	-2%
S=C(NCc1ccc(Cl)cc1)NC1CCCCC1	-7%	-11%	-18%	-2%	2%	-0.3%	11%

(list continues)
molecule	CBFb RUNX1 block	HttQ103 aggreg	NPSR antag	KinaseGlo FLuc	IMPase Li inh	Epigenetic reg	L3MBTL1 block
O=C(COC(=O)Cn1nnc2ccccc21)Nc1ccccc1Br	-5%	2%	-3%[46.1 µM]	0%	3%	0.0%	-5%
COc1ccc(NC(=S)NCCN2CCC(C)CC2)cc1	16%	25%	20%	1%	-8%	-1.2%	-11%[2.29 µM]
Cc1ccc(S(=O)(=O)N2CCC(C(=O)N3CCC[C@H]3C(=O)NC3CCS(=O)(=O)C3)CC2)cc1 (some centres not stated)	2%	-4%	-1%[46.1 µM]	-1%	23%[38.3 µM]	0.0%	.
Brc1ccc2c(c1)C(c1cccnc1)=NNC(c1cccs1)=N2	.	-8%	-13%	-2%	15%	-0.9%	-9%
C/C(Cl)=C\CSc1nnc2n(N)c(=O)c3ccccc3n12	14%	5%	-7%[46.1 µM]	-7%	13%[38.3 µM]	2.5%	?
CCN(CC)C(=O)c1sc2[nH]c(=S)n(-c3ccccc3)c(=O)c2c1C	-13%	10%	13%[46.1 µM]	8%	?	1.0%	-6%
COc1c(C)cc(NC(=O)c2ccc3c(c2)NC(=O)CO3)cc1C	10%	-18%	-5%	-2%	-5%	1.3%	5%
O=C(CN(C1CC1)S(=O)(=O)c1ccc(S(=O)(=O)NC2CCCCC2)cc1)Nc1ccccc1	4%	-2%	?	1%	5%[38.3 µM]	1.1%	-4%
CCCc1cc(=O)[nH]c(SCC(=O)N2CCN(S(=O)(=O)c3ccccc3)CC2)n1	-3%	-6%	2%	0%	4%	2.8%	6%
O=C(Nc1ccc(CN2CCCCC2)cc1)c1ccc(Br)o1	4%	18%	0%[46.1 µM]	1%	4%[38.3 µM]	-2.1%	33%[activator][11.4 µM]
Nc1nc2nn(-c3ccccc3)nc2c(=O)[nH]1	0%	12%[9.22 µM]	5%	.	.	0.2%	-14%
O=C(CNc1cccc2ccccc12)N/N=C/C=C/c1ccco1	-6%	9%	-16%	-5%	2%	-2.2%	?
c1ccc(C2c3c(ccc4ccccc34)Oc3ncn4nc(-c5ccco5)nc4c32)cc1 (configuration not stated)	6%	-14%	-5%	3%	3%	-3.2%	-1%
CCOC(=O)CNCCC(=O)c1ccc(Br)cc1	24%	8%	13%	-1%	4%	0.0%	-1%
Cc1ccc(NC(=O)CSc2nnc(-c3ccncc3)n2C)cc1S(=O)(=O)N1CCOCC1	9%	8%	4%	1%	6%	-2.5%	4%

Following part.
molecule	CBFb RUNX1 block	HttQ103 aggreg	NPSR antag	KinaseGlo FLuc	IMPase Li inh	Epigenetic reg	L3MBTL1 block
CC(C)c1nc(SCC(=O)c2c[nH]c3ccccc23)n[nH]1	-16%	-1%[9.22 µM]	12%[7.67 µM]	.	.	1.1%	41%[activator]
COc1cc(O)c(C(CCN2CCCC(C)C2)c2ccc(N(C)C)cc2)c(OC)c1 (configuration not stated)	-27%&-13%	-10%[9.22 µM]	-5%	.	.	0.0%	.
CCC(=O)Nc1ccc(/C(C)=N\NS(=O)(=O)c2ccc(C)cc2)cc1	-1%	?	-18%[46.1 µM]	0%	-9%[38.3 µM]	-0.4%	-1%
NNC(=O)c1cc(-c2ccco2)[nH]n1	-1%	19%	23%	-1%	-6%	-4.5%	-10%
Cc1ccc(-c2nnc(N3CCOCC3)c3ccccc23)cc1S(=O)(=O)NCc1cccnc1	0%	2%	-1%	3%	1%	5.8%	3%
Cc1ccc(C(C)NC(=O)Cn2nc(C)c([N+](=O)[O-])c2C)cc1 (configuration not stated)	-7%	-7%	4%	-3%	-1%	0.0%	5%
Cc1c(C#N)c(N)nc2c3c(sc12)NC(=O)CC3c1ccccc1 (configuration not stated)	-5%	?	-2%	1%	?	-1.9%	3%
Nc1c(N(CCO)C(=O)/C=C/c2ccco2)c(=O)[nH]c(=O)n1Cc1ccccc1	16%	11%	13%	-3%	-1%	5.2%	.
C/C(=N\NC(=O)Cc1ccc(F)cc1)c1ccc(O)cc1	1%	-15%	37%	3%	11%	2.4%	.
Nc1ccc(C23CC4CC(CC(C4)C2)C3)cc1	-1%	-9%	-11%	-2%	-19%	-0.4%	-6%
O=c1nc2n(c3ncccc13)CCC2	-6%	-9%	1%[46.1 µM]	-5%	-4%[38.3 µM]	-2.8%	2%
CC(C)c1ccccc1-n1c(SCC(=O)c2ccc3c(c2)NC(=O)CO3)nc2ccccc2c1=O	-14%	7%	-31%	0%	5%	-1.2%	4%
Cc1sc(NC(=O)c2ccco2)c(C(c2ccccc2)N2CCC(C)CC2)c1C (configuration not stated)	3%	?	-59%	1%	1%	-5.1%	8%
O=C(COc1ccc2ccccc2c1)N/N=C/C1CC=CCC1 (configuration not stated)	9%	11%	4%	-2%	0%	-3.8%	5%
CCN(CC)C(=O)Cn1cc(S(=O)(=O)CC(=O)NCc2ccc3c(c2)OCO3)c2ccccc21	-2%	-11%	12%	10%	-4%	-3.9%	.

Ordered by value in CBFb RUNX1 block (low to high): some entries from above
molecule	CBFb RUNX1 block	HttQ103 aggreg	NPSR antag	IMPase Li inh	L3MBTL1 block
S=C(NCc1ccc(Cl)cc1)NC1CCCCC1	-7%	-11%	-18%	2%	11%
CCCc1cc(=O)[nH]c(SCC(=O)N2CCN(S(=O)(=O)c3ccccc3)CC2)n1	-3%	-6%	2%	4%	6%
CC(Cc1cccs1)NC(=O)Nc1ccc([N+](=O)[O-])cc1 (configuration not stated)	3%	?	?	1%	-1%
COc1ccc(C)cc1NC(=O)CN1C(=O)c2cccc3cccc1c23	9%	-2%[9.22 µM]	-10%[46.1 µM]	-11%[38.3 µM]	.
